Compound activity as filed in PubChem.
RSV antiviral HEp-2: RSV antiviral activity via CPE protection, HEp-2 cells, primary 10 µM value included (AID 2391) | 310,000 compounds, 0.13% hits | HEp-2 cells, RSV-induced CPE inhibition; higher % means a stronger effect | CPE inhibition, % at 10 µM, or IC50 in µM where a hit was titrated; in the data active = a potency from the dose series; inconclusive = CPE inhibition mostly from about 23% at the one dose, without a potency; inactive = the rest, 99 in 100 with CPE inhibition below about 21%; also: strong numbers were not always called active
SV40 large T antigen: SV40 large T antigen inhibitors, biochemical (AID 1903); SV40 large T antigen ATPase/helicase inhibition assay; higher % means a stronger effect; 310,000 compounds, 0.39% hits; one-dose inhibition, % at 20 µM; IC50 in µM for titrated hits; in the data active = a potency from the dose series; inconclusive = inhibition mostly from about 32% at the one dose, without a potency; inactive = the rest, 99 in 100 with inhibition below about 32%; also: strong numbers were not always called active
MgcRacGAP inhibition: MgcRacGAP GTPase-activating activity inhibitors, confirmation, biochemical, ADP Hunter fluorescence | MgcRacGAP-stimulated Rac1 GTP hydrolysis, ADP Hunter fluorescence; higher % means a stronger effect; GST-tagged Rac1 F28L mutant substrate | one-dose inhibition, % at 30 µM; IC50 in µM for titrated hits | 340,000 compounds, 0.6% hits;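 active = first-screen hits whose inhibition reached a set limit at any dose in the follow-up dose series; inconclusive = inhibition above the set first-screen limit but never retested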;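 also: fluorescence reports GDP produced by GAP-driven GTP hydrolysis; strong numbers were not always called active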
West Nile antiviral: inhibition of WNV-induced cytopathic effect – cell-based, CPE readout (AID 1621); 290,000 compounds, 0.02% hits; West Nile virus-infected cells, CPE inhibition; higher % means a stronger effect; one-dose CPE inhibition, % at 10 µM; IC50 in µM for titrated hits; in the data active = a potency from the dose series; inconclusive = CPE inhibition mostly from about 3.7% at the one dose, without a potency; inactive = the rest, 99 in 100 with CPE inhibition below about 2.2%; also: strong numbers were not always called active
UTI89 phage lysis: protection from phage-mediated lysis, alamar blue read-out – E. coli UTI89, K1F phage, bacterial capsule biogenesis inhibitors (AID 488966) | E. coli UTI89 K1F phage lysis, alamar blue, 2 h; higher % means a stronger effect | one-dose inhibition, % at 100 µM; IC50 in µM for titrated hits | 340,000 compounds, 0.02% hits;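 active = phage lysis inhibition, versus mean bacterial control, above a set limit; inconclusive = no clear call, values can overlap the other calls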;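 also: capsule biogenesis inhibitors block K1F phage lysis so surviving cells raise fluorescence; higher fluorescence means more inhibition of phage lysis; actives were called in the ten point dose series up to 300 µM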
Dengue-2 NS5 capping: flavivirus cap methylation enzyme inhibition – biochemical, confirmation dose response, primary screen (AID 588689) | Dengue-2 NS5 methyltransferase capping enzyme assay, biochemical; higher % means a stronger effect | inhibition, % at 25 µM; hits with a dose series show IC50 in µM | 340,000 compounds, 0.3% hits; in the data active = a potency from the dose series; inconclusive = inhibition above about 29% without an active follow-up result
NTR1 agonist: agonists of NTR1, primary screen, imaging, U2OS cells, beta-arrestin-GFP, high content (AID 493036); P30989; NTR1-U2OS beta-arrestin-GFP spot imaging, agonist mode; activation, % at 20 µM; 330,000 compounds, 0.17% hits;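 active = activation at or above 40% of the spot to cytoplasm intensity ratio, with at least 20 cells analyzed; inconclusive = wells under 20 cells, flagged as cytotoxic or low count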;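 also: 0% = DMSO without peptide and 100% = 100 nM NTR1 peptide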
Target sequence (P30989 whole entry, looked up): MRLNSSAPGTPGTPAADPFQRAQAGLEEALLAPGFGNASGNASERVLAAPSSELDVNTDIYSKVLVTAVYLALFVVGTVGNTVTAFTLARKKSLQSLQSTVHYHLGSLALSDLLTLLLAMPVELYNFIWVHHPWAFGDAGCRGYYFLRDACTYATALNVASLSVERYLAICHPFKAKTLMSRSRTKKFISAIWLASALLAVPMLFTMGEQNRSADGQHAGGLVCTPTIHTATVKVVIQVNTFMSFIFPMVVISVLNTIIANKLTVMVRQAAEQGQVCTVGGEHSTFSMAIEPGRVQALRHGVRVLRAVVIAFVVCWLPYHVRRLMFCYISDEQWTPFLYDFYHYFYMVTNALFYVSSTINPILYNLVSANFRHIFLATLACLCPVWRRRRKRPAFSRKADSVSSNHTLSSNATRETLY
AID2073: disruptors of CaV2.2 binding to Mint1 – biochemical, HTRF (AID 2073); 290,000 compounds, 0.19% hits; one-dose inhibition, % at 20 µM; IC50 in µM for titrated hits; HTRF protein-protein interaction, Mint1-CaV2.2; higher % means a stronger effect; in the data active = inhibition mostly above about 51%, no sharp cut-off; inconclusive = no clear call, values can overlap the other calls; inactive = mostly below about 53%; also: some results filed as inactive read as strong as hits
Siah-1 displacement: Siah-1 peptide-binding antagonists, primary screen, biochemical, fluorescence polarization, rhodamine-plectin, uHTS (AID 1817); one-dose displacement, % at 20 µM; IC50 in µM for titrated hits; Siah-1 / rhodamine-plectin peptide fluorescence polarization; higher % means a stronger effect; 290,000 compounds, 0.02% hits;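 active = displacement of at least 50% at 20 µM, with a fluorescence ratio check between 0.3 and a set limit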;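 also: plate controls were Siah plus tracer with DMSO for no effect and tracer alone without Siah for full effect; strong numbers were not always called active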
NTR1 agonist cell count 20 µM: recorded beside NTR1 agonist, whose call it bears; cell count; measured here: cell count, cytotoxicity flag
Dengue-2 NS5 capping pilot replicate: further read-out of Dengue-2 NS5 capping, marked with its call; inhibition, %; measured here: pilot screen replicate inhibition
Numbers without * were called inactive; ? = inconclusive; . = not tested or not shown; & = joins results of further samples; [ ] = dose if it differs, or a comment.

SMILES	RSV antiviral HEp-2	SV40 large T antigen	MgcRacGAP inhibition	West Nile antiviral	UTI89 phage lysis	Dengue-2 NS5 capping	NTR1 agonist	NTR1 agonist cell count 20 µM	AID2073	Siah-1 displacement	others
COc1ccc(-c2cc(C(=O)c3c(N)n(C)c(=O)n(C)c3=O)c3ccccc3n2)cc1OC	-1.0%	1%	3%	13%	0.0%	-12%	-0.2	53	1%	-7%
COc1ccc(NC(=O)NNC(=O)COc2ccc3cc(Br)ccc3c2)cc1OC	1.5%	6%	23%	0.0%	0.1%	-6%	0.2	52	47%	-5%
CN(CC(=O)Nc1ccccc1C(F)(F)F)CC(=O)N1CCCCCC1	1.1%	.	2%	.	0.5%[50 µM]	0%	0.0	56	.	.
Nc1cc(Cl)ccc1N1C(=O)CCC1=O	1.2%	-13%	11%	-0.1%	0.3%	3%	1.0	84	?	3%
O=C(NC1CCCC1)C(c1cccnc1)N(C(=O)c1csnn1)C1CC1 (stereo unspecified)	0.2%	22%	-1%	-0.7%	0.1%	2%	-1.7	74	-11%	5%
CSc1ccc(CCNC(=O)Cn2ncc3c([nH]c4ccccc43)c2=O)cc1	0.8%	-2%	2%	0.4%	0.4%	-4%	-1.9	51	31%	1%
c1ccc(-c2nccc(-c3ccc(-n4cnc5ccccc54)cc3)n2)cc1	0.7%	1%	6%	.	4.4%	4%	7.8	53	8%	1%
c1ccc(CNc2ncnc3ccccc23)cc1	-0.1%&1.1%	9%&64%	-1%&-2%	-0.1%&-0.6%	-0.6%&-2.6%	3%&2%	8.1&-0.7	86&62	3%&6%	16%&6%	Dengue-2 NS5 capping pilot replicate=-5.4
CC(=O)Nc1ccc(NC(=O)c2cccc(S(=O)(=O)N(C)C3CCCCC3)c2)cc1	1.2%	.	2%	.	0.1%[50 µM]	4%	5.1	42	.	.
CCS(=O)(=O)c1ccc2oc(Nc3ccccc3Cl)nc2c1	7.5%	1%	12%	0.2%	-0.2%	-5%	-1.8	46	10%	2%
Cc1ccc(S(C)(=O)=O)cc1C(=O)OCC(=O)N(Cc1ccccc1)Cc1ccccc1	3.3%	.	2%	.	-0.2%[50 µM]	-1%	3.3	59	.	.
Cc1cc(C)c(S(=O)(=O)c2ccccc2C)c(N(C)C)n1	1.6%	22%	-10%	-0.4%	-0.1%	3%	0.2	59	-4%	7%
Cc1nc(C(F)(F)F)ccc1C(=O)NCC(O)c1ccccc1 (stereo unspecified)	0.2%	2%	0%	-0.3%	-0.2%	-3%	-0.8	34	15%	-5%
Cc1c(Cl)cnc(NC(=O)COC(=O)c2cc3c(s2)CCC(C)C3)c1Cl (stereo unspecified)	1.8%	10%	-1%	-0.2%	0.8%	4%	5.1	90	7%	2%
O=S(=O)(c1ccc2nnn(O)c2c1)N1CCOCC1	.	.	3%	.	0.2%[50 µM]	-4%	0.4	54	.	.
CCSc1nc(-c2ccccc2)nc2c1CCCC2	3.3%	6%	4%	0.0%	0.0%	3%	2.5	27	-3%	-1%
CCS(=O)(=O)N1CCc2cc(OC)c(OC)cc2C1	0.5%	5%	5%	0.5%	0.1%	-4%	-0.3	103	2%	1%
Cc1ccc(/C=C(\NC(=O)c2ccccc2)C(=O)NCC2CCCO2)o1 (stereo unspecified)	0.4%	6%	-20%	0.0%	0.1%	-2%	-0.7	73	-13%	11%
CC(=O)N(C)c1ccc(OCC(O)CN(c2ccccc2C)S(=O)(=O)c2ccc(C)cc2)cc1 (stereo unspecified)	9.4%	-4%	-5%	0.2%	-0.5%	0%	1.4	55	-1%	6%
CN(C)c1cc(NC(=O)CNC(C)(C)C)c2ccccc2n1	0.5%	13%	30%	-0.1%	1.9%	1%	0.2	49	18%	8%
CCOc1cc(/C=C2\C(=O)ON=C2C)ccc1OCc1ccccc1	2.4%	25%	11%	0.9%	3.5%	-8%	60*	34*	30%	-3%
c1ccc(CCn2cnc3ccccc32)cc1	-0.5%	31%	6%	1.1%	0.2%	-5%	2.1	65	4%	1%
Cc1cc(C)c2c3c(oc2n1)C(=O)N(c1cccc(Cl)c1)CC(=O)N3	.	9%	5%	-0.4%	0.6%	8%	-1.4	60	10%	-1%
OCC1(Cc2ccccc2F)CCCN(CCc2ccccc2)C1 (stereo unspecified)	-0.4%	7%	9%	-0.8%	0.0%	2%	0.9	57	5%	4%
COc1cccc(/C=N\NC(=O)Cn2nnc3ccccc32)c1O	1.1%	35%	.	-0.2%	.	.	-0.6	45	11%	11%
O=C(NNS(=O)(=O)c1ccccc1[N+](=O)[O-])c1ccccc1Cl	2.3%	5%	-9%	0.9%	-2.6%	-11%	1.5	40	-4%	5%
FC(F)(F)c1cc(C(F)(F)F)c2ccc(N/N=C/c3cccc(Cl)c3)nc2n1	.	3%	.	-0.1%	.	.	.	.	19%	3%
Cc1ccc(-c2nc(N)n(C(=O)c3cccs3)n2)cc1	0.2%	2%	2%	-0.3%	0.5%	-1%	3.3	60	25%	14%
O=C(Cn1c(-c2ccccc2)c[n+]2ccsc12)c1ccccc1	0.3%	16%	5%	3.0%	-0.5%	-7%	-1.3	35	-7%	7%
N#Cc1cccnc1N1CCN(C(=O)c2ccc3c(c2)S(=O)(=O)c2ccccc2C3=O)CC1	2.6%	19%	9%	0.3%	1.1%	-4%	-2.8	75	.	.
CCc1nnc(NS(=O)(=O)c2ccc(NC(=S)NC(=O)c3ccccc3)cc2)s1	5.0%	0%	13%	0.1%	-1.3%[50 µM]	2%	3.6	66	3%	5%
Cc1cc(C)cc(N(CC(=O)NCC2CCCO2)C(=O)CN2C(=O)COc3ccccc32)c1 (stereo unspecified)	0.3%	11%	3%	-0.2%	9.1%	1%	-1.4	63	-3%	0%
Cc1ccc(S(=O)(=O)NN2C(=O)/C(=C/c3cccn3C)SC2=S)cc1	5.0%	18%	.	0.1%	.	.	.	.	-10%	13%
CCCn1c(N/N=C\C=C\c2ccccc2)nc2c1c(=O)[nH]c(=O)n2C	1.1%	7%	6%	1.7%	-0.1%	-4%	1.6	51	-1%	-6%
C=CCNC(=O)/C(=C/c1cn(-c2ccccc2)nc1-c1cccc([N+](=O)[O-])c1)NC(=O)c1ccccc1	1.8%	-7%	6%	-0.1%	3.7%[50 µM]	-2%	3.4	67	4%	-3%
CCCOc1ccc(NC(=O)CC2C(=O)N(CC)C(=S)N2Cc2cccs2)cc1 (stereo unspecified)	-0.1%	-2%	11%	-0.8%	4.2%	-2%	4.1	65	-27%	-3%
COc1cccc(-c2nc(N3CCN(Cc4ccccc4)CC3)c3ccccc3n2)c1O	0.5%	19%	9%	0.2%	0.1%	7%	6.6	49	5%	-1%
COC(=O)CCCC1=CC2=C(c3ccccc3)C(=O)C(C)(OC(=O)C3CCCC3)C(=O)C2=CN1C1CCCCC1 (stereo unspecified)	0.0%	11%	7%	-0.8%	2.9%	12%	-0.6	56	-6%	-1%
CCCCC1=C([O-])C2N=CC=CC2=[N+](c2ccccn2)C1=O (stereo unspecified)	3.6%	13%	7%	0.0%	2.8%[50 µM]	5%	-0.7	74	0%	-2%
CC(=O)N1CCN(C(=O)COC(=O)CNC(=O)c2ccc(C)cc2)CC1	0.4%	.	5%	.	1.7%[50 µM]	-9%	0.8	60	.	.
CC(C)C(=O)Nc1ccc(N2CCOCC2)c(S(=O)(=O)Nc2ccccc2Cl)c1	.	.	2%	.	1.1%	-13%	-1.6	51	.	.
O=C(Nc1ccc(NC(=O)c2ccco2)c(Cl)c1)c1cccc([N+](=O)[O-])c1	4.2%	9%	7%	0.2%	0.0%	-3%	18	47	8%	14%
Cc1ccc(C(=O)N2C(CC(=O)Nc3ccc(Cl)cc3)C(=O)NC3CCCCC32)cc1 (stereo unspecified)	-1.6%	-2%	-9%	-1.0%	0.1%	-13%	4.9	61	5%	-3%
COc1ccccc1CN=C1Nc2ccccc2CS1	3.3%	2%	6%	-0.8%	-0.2%	-1%	-1.1	32	?	-1%
O=C1N=c2ccccc2=C1c1sc(=O)[nH]c1O	12%	15%	.	-0.7%	.	.	0.4	57	-33%	-2%
CCOC(=O)C(=Cc1ccc(-c2ccsc2C(=O)OC)o1)C(=O)OCC	0.5%	1%	1%	2.6%	-0.3%	-5%	25	84	4%	2%	Dengue-2 NS5 capping pilot replicate=-2.1
O=C(CSc1cn(CCNC(=O)c2cccs2)c2ccccc12)NCc1ccccc1	2.5%	5%	1%	-0.1%	-1.1%	-8%	3.6	92	-3%	-1%
O=C(COC(=O)c1ccc2c(c1)OCO2)Nc1ccccc1Cl	1.4%	.	7%	.	3.9%	-3%	-0.6	43	.	.
CCN(CC)C(=O)c1sc2nc(-c3cccs3)cc(-c3cccs3)c2c1N	2.3%	14%	16%	-0.6%	0.2%	-4%	1.6	61	-2%	3%
Cc1c(NC(=O)CN2C(=O)c3ccc([N+](=O)[O-])cc3C2=O)c(=O)n(-c2ccccc2)n1C	0.0%	-2%	2%	0.7%	0.4%	0%	-0.4	37	-9%	-5%

6 compounds picked at random from those above:
SMILES	RSV antiviral HEp-2	SV40 large T antigen	MgcRacGAP inhibition	West Nile antiviral	UTI89 phage lysis	Dengue-2 NS5 capping	NTR1 agonist	NTR1 agonist cell count 20 µM	AID2073	Siah-1 displacement	others
Cc1ccc(-c2nc(N)n(C(=O)c3cccs3)n2)cc1	0.2%	2%	2%	-0.3%	0.5%	-1%	3.3	60	25%	14%
c1ccc(CNc2ncnc3ccccc23)cc1	-0.1%&1.1%	9%&64%	-1%&-2%	-0.1%&-0.6%	-0.6%&-2.6%	3%&2%	8.1&-0.7	86&62	3%&6%	16%&6%	Dengue-2 NS5 capping pilot replicate=-5.4
O=C(Cn1c(-c2ccccc2)c[n+]2ccsc12)c1ccccc1	0.3%	16%	5%	3.0%	-0.5%	-7%	-1.3	35	-7%	7%
CCSc1nc(-c2ccccc2)nc2c1CCCC2	3.3%	6%	4%	0.0%	0.0%	3%	2.5	27	-3%	-1%
CC(=O)N(C)c1ccc(OCC(O)CN(c2ccccc2C)S(=O)(=O)c2ccc(C)cc2)cc1 (stereo unspecified)	9.4%	-4%	-5%	0.2%	-0.5%	0%	1.4	55	-1%	6%
O=C(NC1CCCC1)C(c1cccnc1)N(C(=O)c1csnn1)C1CC1 (stereo unspecified)	0.2%	22%	-1%	-0.7%	0.1%	2%	-1.7	74	-11%	5%

Random draw from the library; about 1.6% have a hit in one of these screens.
